Screens deposited in PubChem by several laboratories.
DYRK1A inh – rat Dyrk1A kinase inhibitors, primary screen, biochemical, single point, plate reader. ADP-Glo luminescence, NFATc1 peptide. Dual specificity tyrosine-phosphorylation-regulated kinase 1A (Rattus norvegicus), Q63470. inhibition, % at 12.5 µM. 310,000 tested, 0.43% active; in the data active means inhibition above about 50%;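 further: plate controls were vehicle with enzyme for no effect and no enzyme for full effect; many of its hits are not listed in these tables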
KCNQ1 block – inhibitors of human KCNQ1 channel, primary screen, cell-based, thallium flux, high-throughput; AID 2642, 2010; 310,000 tested, 1.3% active; CHO-K1 KCNQ1, FluxOR thallium flux fluorescence; stronger effect = higher value; B-score at 10 µM; Potassium voltage-gated channel subfamily KQT member 1 (Homo sapiens), P51787;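 active means compounds whose thallium flux B-score, printed positive for inhibition, exceeds three library SD while starting fluorescence stays within three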;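 further: channel opened by potassium depolarization with thallium stimulus after 20 min compound exposure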
Target sequence (P51787 whole entry, looked up): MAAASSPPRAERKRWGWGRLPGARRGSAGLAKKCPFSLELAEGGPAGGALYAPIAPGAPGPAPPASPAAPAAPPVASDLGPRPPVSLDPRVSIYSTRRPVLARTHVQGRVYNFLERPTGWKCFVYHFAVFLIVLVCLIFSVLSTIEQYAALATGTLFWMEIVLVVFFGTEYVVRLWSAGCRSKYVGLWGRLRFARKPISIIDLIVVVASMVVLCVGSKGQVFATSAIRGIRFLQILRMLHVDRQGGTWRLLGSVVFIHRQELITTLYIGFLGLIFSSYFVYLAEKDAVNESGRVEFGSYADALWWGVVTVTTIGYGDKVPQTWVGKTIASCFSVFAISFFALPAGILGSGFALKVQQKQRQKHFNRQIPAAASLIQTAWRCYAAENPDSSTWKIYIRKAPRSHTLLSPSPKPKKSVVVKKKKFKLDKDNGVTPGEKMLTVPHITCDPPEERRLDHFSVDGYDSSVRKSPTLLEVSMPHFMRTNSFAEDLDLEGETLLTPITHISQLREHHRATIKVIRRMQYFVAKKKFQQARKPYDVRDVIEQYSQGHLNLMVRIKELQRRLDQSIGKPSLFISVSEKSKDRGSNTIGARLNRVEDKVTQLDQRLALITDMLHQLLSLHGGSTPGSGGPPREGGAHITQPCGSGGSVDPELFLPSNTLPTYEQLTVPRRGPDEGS
KCNQ1 act – potentiators or activators of KCNQ1 channel, primary screen, cell-based, thallium flux, high-throughput; 310,000 tested, 0.35% active; Potassium voltage-gated channel subfamily KQT member 1 (Homo sapiens), P51787; B-score at 10 µM; CHO-K1 KCNQ1, thallium flux FluxOR fluorescence; stronger effect = higher value; AID 2648, 2010;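 active means fluorescence ratio B-score, a plate-corrected score, at least three library SD, with initial intensity B-score within 5 SD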
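Assay system: stable KCNQ1 CHO-K1 line; medium: assay buffer, equal DMSO in all wells; timing: 90 min dye loading and 20 min compound exposure, both at room temperature; technique: kinetic FluxOR thallium fluorescence, 10-s 1-Hz baseline, 110-s post-stimulus read; read-out basis: B score of baseline-normalized fluorescence ratio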
KCNK3 inh – human KCNK3 channel inhibitors, primary screen, CHO cells, FluxOR thallium flux, B-score | B-score at 10 µM | FluxOR fluorescence; stronger effect = lower value | AID 602410, 2012 | 340,000 tested, 0.84% active;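 active means B-score under library mean minus 4 SD, starting fluorescence ratio at most library mean plus 5 SD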;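 further: more negative B-score means stronger inhibition of thallium flux through KCNK3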
Target sequence (O14649 whole entry, looked up): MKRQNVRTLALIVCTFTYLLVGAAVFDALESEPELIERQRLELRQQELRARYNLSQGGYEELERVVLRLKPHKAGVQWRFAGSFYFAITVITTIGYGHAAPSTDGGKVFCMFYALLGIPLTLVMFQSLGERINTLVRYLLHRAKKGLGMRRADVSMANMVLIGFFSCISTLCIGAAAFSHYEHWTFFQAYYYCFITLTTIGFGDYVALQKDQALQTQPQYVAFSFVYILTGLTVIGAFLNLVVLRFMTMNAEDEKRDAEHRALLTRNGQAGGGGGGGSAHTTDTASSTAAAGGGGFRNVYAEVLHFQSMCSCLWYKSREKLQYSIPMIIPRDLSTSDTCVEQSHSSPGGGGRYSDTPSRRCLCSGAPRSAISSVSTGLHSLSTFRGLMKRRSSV
KCNK9 inh – KCNK9 potassium channel inhibitors, primary screen, HEK293 cells, thallium flux | Potassium channel subfamily K member 9 (Homo sapiens), Q9NPC2 | FluxOR thallium flux fluorescence; stronger effect = lower value | B-score at 10 µM | 310,000 tested, 1.2% active | AID 488922, 2010;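 active means ratio B-score over 3 SD below the library mean, with starting fluorescence within 5 SD of its mean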;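 further: negative B-score means less thallium flux so channel inhibition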
hERG protect – hERG rescue from dofetilide block, primary screen, cell-based, CHO-hERG, FluxOR thallium flux, dofetilide IC70 | Voltage-gated inwardly rectifying potassium channel KCNH2 (Homo sapiens), Q12809 | dofetilide IC70 present | AID 1511, 2009 | activation (rescue from dofetilide block), less the hit threshold, % at 10 µM | 310,000 tested, 0.51% active;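 active means activation above the mean of controls blocked by dofetilide plus 5 SD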;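 further: thallium influx through hERG after potassium depolarization seen as dye fluorescence rise; in these data hits start at about 4.7%; inactives centre near -7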
PolyA inh – polyadenylation inhibitors in yeast reporter cells, primary screen, luminescence, S. cerevisiae; S. cerevisiae SKY197-pL101 polyadenylation reporter, beta-gal luminescence; efflux-impaired pdr1/pdr3 knockout yeast; score 100 = 6 SD above DMSO; calls only at 12 µM; 300,000 tested, 0.02% active;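 active means lowest replicate activity score at least 50, where 100 means six control SD above control mean; inconclusive means lowest score under 50 but half or more replicates reach 50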;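 further: yeast exposed to compound for 9 h at 30 °C; higher score means more reporter readthrough which indicates perturbed polyadenylation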
Platelet DG rel – inhibitors of platelet dense granule secretion, primary screen, cell-based, MLPCN, human platelets | human platelet-rich plasma, SFLLRN dense granule ATP release, luminescence | inhibition, %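 (compounds screened at 7.5 µM in platelet-rich plasma)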 | 300,000 tested, 0.22% active;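 active means mean replicate score, as percent of positive control, at or above 50; inconclusive means mean below 50 but at least one replicate at or above 50; inactive means mean and every replicate below 50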
TRPC4 PAM – positive allosteric modulators of TRPC4, primary screen, cell-based, mouse TRPC4beta, HEK293 mu-opioid, Fluo-4 calcium. Short transient receptor potential channel 4 (Mus musculus), Q9QUQ5. B-score at 10 µM. AID 2227, 2009. 310,000 tested, 0.42% active. DAMGO EC20, Fluo-4 Ca2+ flux; stronger effect = higher value;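 active means B-score of calcium response area above 5 SD of library B-scores, with initial fluorescence ratio within 5 SD of library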;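 further: B-score of integrated fluorescence ratio over time as area under calcium response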
TRPC4 act – activators of mouse TRPC4 channel, primary screen, Fluo4 calcium, HEK293 TRPC4beta/mu-opioid cells; Short transient receptor potential channel 4 (Mus musculus), Q9QUQ5; Fluo4 calcium fluorescence; stronger effect = higher value; B-score at 10 µM; 310,000 tested, 0.49% active; AID 2237, 2010;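 active means B-score above 5 SD of library B-scores, and initial fluorescence ratio not above library mean plus 5 SD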;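 further: positive B-score marks a calcium rise read as TRPC4 activation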
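Test system: HEK293 cells stably co-expressing mouse TRPC4beta and mu-opioid receptor | Schedule: Fluo4 dye loading 45 min at room temperature, 110 s recording | Measured by: Kinetic Fluo4 calcium fluorescence, 5 s baseline at 1 Hz | Evaluation: B score of integrated ratio | Controls: Buffer (low) and maximal DAMGO (high)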
TRPC4 inh – inhibitors of mouse TRPC4 channel, primary screen, Fluo4 calcium, HEK293 TRPC4beta/mu-opioid cells; Short transient receptor potential channel 4 (Mus musculus), Q9QUQ5; DAMGO-evoked Fluo4 calcium flux; stronger effect = lower value; B-score at 10 µM; 300,000 tested, 0.39% active;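 active means B-score over 3 SD under the library average, no early fluorescence shift, positive overall ratio signal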
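Assay system: HEK293 cells with stable TRPC4beta plus mu-opioid receptor expression. Dosing: single dose. Measured by: Fluo4 Ca2+ flux fluorescence. Also added: DAMGO in two steps, submaximal then maximal. Read-out: B score from integrated Fluo4 fluorescence ratio.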
Starred values were filed as active, the others as inactive; i = inactive; ? = inconclusive; · = no result given. This is a subset; count on the stated rates, not on these rows.

SMILES	DYRK1A inh	KCNQ1 block	KCNQ1 act	KCNK3 inh	KCNK9 inh	hERG protect	PolyA inh	Platelet DG rel	TRPC4 PAM	TRPC4 act	TRPC4 inh
CCOc1cc(S(=O)(=O)Nc2ccncc2)ccc1F	-3	i	i	i	i	-7	i	3	i	i	i
CCCn1c(C(C)Nc2nc(-c3cc(Cl)c(N)c(Cl)c3)cs2)nc2cc(Cl)c(N3CCCCC3)cc21 (centres undefined)	-5	i	i	i	i	-6	i	8	i	i	i
CC(C)(C)NC(=O)C1c2ccccc2Oc2ccccc21	·	i	i	i	i	-2	i	-5	i	i	i
O=C(Nc1ccccc1Cl)N1CCCN(c2nc(-c3ccccc3)ns2)CC1	3	i	i	-12*	-7*	-11	i	13	i	i	i
CCCCc1ccc(NC(=S)NCc2cccc(OC)c2)cc1	5	i	i	i	i	-12	i	-3	i	i	i
COC(=O)c1cc(NS(=O)(=O)c2ccc(NC(C)=O)cc2)cc(C(=O)OC)c1	-10	i	i	i	i	-5	i	-3	i	i	i
Cc1nc(-c2ccc(F)cc2)c(CC(=O)N(C)CC(=O)Nc2ccccc2Br)s1	11	i	i	i	i	-19	i	7	i	i	i
Cc1ccccc1NC(=O)c1cc2ccccc2o1	4	i	i	i	i	-10	i	5	i	i	i
CCOc1ccc(CC2c3cc(OCC)c(OCC)cc3CCN2C(=O)c2cc(OC)c(OC)c(OC)c2)cc1OCC (centres undefined)	-5	i	i	i	i	-5	i	-3	i	i	i
CNC[C@H](CC1CCCCC1)NC[C@H](CO)NCC1(c2ccccc2)CC1	-4	i	i	i	i	-11	i	-1	i	i	i
Clc1ccc(CN2CCC(Cc3ccccc3)CC2)cc1	-3	i	i	i	i	-2	i	-10	i	i	i
C=CCNC(=O)CC(=O)N/N=C/c1ccccc1F	·	i	i	i	i	-10	i	-4	i	i	i
CCCCC(=O)NC(NC(=O)CCCC)c1ccc(OCCC)c(OC)c1	2	i	i	i	i	-4	i	2	i	i	i
O=C(COC(=O)c1cccc(S(=O)(=O)N2CCc3ccccc32)c1)Nc1ncc(Cl)cc1Cl	2	i	i	i	i	-10	i	-12	i	i	i
Cc1ccc(C(=O)N2CCN(C(=O)CN3CCCC3)C2)cc1	14	i	i	i	i	-6	i	8	i	i	i
CN1CCN(Cc2oc(CO)cc(=O)c2O)CC1	-6	i	i	i	i	-17	i	-4	i	i	i
Cc1ccc(C)c(N2CCN(CCCNC(=O)Cn3cc4c(n3)CCC(C)C4)CC2)c1 (centres undefined)	8	i	i	i	i	-7	·	3	i	i	i
O=c1[nH]nc2c3ccccc3cnn12	16	i	i	i	i	-7	i	-9	i	i	i
CCCCN(C)CCCNC(=O)CCn1nc(-c2ccccc2)ccc1=O	-5	i	i	i	i	-8	i	-12	i	i	i
COc1ccc(S(=O)(=O)Nc2cc3c4c(oc3c3ccccc23)CCCC4=O)cc1	14	i	i	i	i	-8	i	1	i	i	i
O=C(CSc1ncnc2scc(-c3ccccc3)c12)NC1CCS(=O)(=O)C1 (centres undefined)	24	i	i	i	i	-6	i	4	i	i	i
COCCN(CCOC)C(=O)c1ccc(NS(=O)(=O)c2ccc3[nH]c(=O)[nH]c3c2)cc1	-3	i	i	i	i	-5	i	-1	i	i	i
C[C@@]12C(=O)N(c3ccc(C(F)(F)F)cc3)C(=O)N1[C@@H]1c3ccccc3OC[C@@H]1[C@H]2c1ccccc1	5	i	i	i	i	-9	·	-1	i	i	i
O=C(CCc1n[nH]c(=O)[nH]c1=O)Nc1cccc([N+](=O)[O-])c1	8	i	i	i	i	-6	i	-4	i	i	i
CCOC(=O)Cc1csc(SCC(=O)Nc2sc3c(c2C(N)=O)CCC3)n1	3	i	i	i	i	-10	i	-2	i	i	i
Cc1nn(Cc2ccc(Cl)cc2)c(Cl)c1/C=N/NC(=O)CNc1ccccc1F	-1	i	i	i	i	-7	i	-7	i	i	i
COC(=O)C1=C(C)N(Cc2ccco2)C(=O)N[C@@H]1c1ccc(Br)cc1	3	i	i	i	i	-8	i	11	i	i	i
CN(CC(=O)Nc1ccccc1Cl)C(=O)COC(=O)CCN1C(=O)C2CC=CCC2C1=O (centres undefined)	-5	i	i	i	i	-10	i	-6	i	i	i
COC(=O)C1=CN(C2CCCCC2)C=C(C(=O)OC)C1c1ccc2c(c1)OCO2	-7	i	i	i	i	-9	i	6	i	i	i
COC(=O)CCC(=O)NNC(=O)Cc1ccccc1	-6	i	i	i	i	-6	i	11	i	i	i
O=C(Nc1ccc(S(=O)(=O)N2CCOCC2)cc1)c1c(F)cccc1F	-6	i	i	i	i	-1	i	-2	i	i	i
Cc1ccc(NC(=O)Cn2nc(C(=O)Nc3ccc(C)cc3)ccc2=O)cc1	-7	i	i	i	i	-5	i	-5	i	i	i
COc1ccc(/C=C/CN2CCCC(CO)(Cc3cccc(Cl)c3)C2)cc1 (centres undefined)	-2	i	i	i	i	-30	i	?	i	i	i
Cc1csc2nc(CSc3nncn3-c3ccccc3)c(Br)n12	-8	i	i	i	i	-6	i	3	i	i	i
O=C(O)CCCCNS(=O)(=O)c1ccc(Cl)c(C(F)(F)F)c1	-2	i	i	i	i	-9	i	-1	i	i	i
CC(=O)NNC(=O)CCn1c2c(c3ccccc31)CCCC2	3	i	i	i	i	-9	i	-20	i	i	i
CC1CC(C)CN(C(=O)CSc2nnc(N)s2)C1 (centres undefined)	-1	i	i	i	i	-1	i	-7	i	i	i
Cn1c(Cc2csc(N)n2)nnc1SCC(=O)NCc1ccccc1	-6	i	i	i	i	-12	i	-4	i	i	i
COc1ccc(C2NC(=O)C(C#N)=C(S)N2c2ccc(C)cc2)cc1OC (centres undefined)	·	i	i	i	i	-20	i	1	i	i	i
Cc1cc(S(=O)(=O)NCC(c2ccccc2)c2ccccc2)ccc1-n1cnnn1	3	i	i	i	i	-6	i	1	i	i	i
COCCNC(=O)c1nn2c(C(F)(F)F)cc(-c3ccccc3)nc2c1Cl	·	i	i	i	i	-3	i	-2	i	i	i
COc1ccc(Oc2nccc(-c3ccc(Cl)cc3)n2)cc1	-2	i	i	i	i	-4	i	-1	i	i	i
COc1cccc(C2c3[nH]c4ccccc4c3CCN2C(=O)Cn2cncn2)c1OC (centres undefined)	0	i	i	i	i	-9	i	5	i	i	i
COc1ccc(NC(=O)c2cnc3n(c2=O)CCS3)cc1OC	2	i	i	i	i	-5	i	-3	i	i	i
CCC1CCc2sc(C(=O)O)cc2C1 (centres undefined)	4	i	i	i	i	-6	i	-7	i	i	i
Cc1cc(C)c2c(N)c(C(=O)C(C)(C)C)sc2n1	-4	i	i	i	i	-9	i	6	i	i	i
CC(=O)c1c(C(C)=O)c(C)n(-c2ccc(O)cc2)c1C	0	i	i	i	i	-6	i	-2	i	i	i
Cc1cccc(NC(=O)CN2CCCCCC2)c1	20	i	i	i	i	-5	i	-4	i	i	i
Cc1nn(C)c(C(=O)N2CCc3ccccc32)c1Br	-1	i	i	i	i	-9	i	-1	i	i	i
CC(=O)Nc1ccc(S(=O)(=O)NCCC(=O)OCC(=O)N2CCN(C(=O)c3ccco3)CC2)cc1	-1	i	i	i	i	-11	i	41	i	i	i
O=C(Nc1ccccc1O)c1ccc(NS(=O)(=O)c2cccc3cccnc23)cc1	-10	i	i	i	i	-7	i	10	i	i	i
CNc1nc(Nc2ccc(C)c(Cl)c2)nc(N)c1[N+](=O)[O-]	21	i	i	i	i	-9	i	25	i	i	i
Cc1ccc(C(=O)OC2=CC(=O)CC(C)(C)C2)cc1	2	i	i	i	i	-12	i	-10	i	i	i
CCCCC(=O)NCc1ccc(Cl)cc1	1	i	i	i	i	-4	i	0	i	i	i
O=C(NCCCN1CCCCC1)c1ccc2c(c1)ncn2C1CCCC1	-1	i	i	i	i	-4	i	-10	i	i	i
CCOC(=O)c1c(-c2ccc(C)o2)csc1NC(=O)COC(=O)c1cccs1	14	i	i	i	-6.7*	-24	i	-3	i	i	i
O=C(Nc1ccc(N2CCOCC2)cc1)c1cccc2ccccc12	-3	i	i	i	i	-8	i	-4	i	i	i
CN(CC(=O)Nc1ccc(C#N)cc1)Cc1ccc(Cl)c(Cl)c1	1	i	i	i	i	-6	i	8	i	i	i
O=C(NC1CCCc2ccccc21)c1ccc(F)cc1F (centres undefined)	-2	i	i	i	i	-11	i	-4	i	i	i
COc1ccc(NC(=O)C(=S)N2CCCC2)cc1	·	i	i	i	i	-14	i	2	i	i	i

Other records follow.
SMILES	DYRK1A inh	KCNQ1 block	KCNQ1 act	KCNK3 inh	KCNK9 inh	hERG protect	PolyA inh	Platelet DG rel	TRPC4 PAM	TRPC4 act	TRPC4 inh
COc1ccc2[nH]c(=O)c(NC(N)=S)nc2c1	2	i	i	i	i	-5	i	1	i	i	i
COn1c(C)c(C(C)=O)c2c3no[n+]([O-])c3ccc21	14	i	i	i	i	-9	i	-2	i	i	i
CC(C)(C)C(=O)N=C1SC2CS(=O)(=O)CC2N1c1ccc2c(c1)OCO2 (centres undefined)	7	i	i	i	i	-23	i	-2	i	i	i
COc1ccc(/C=N/NC(=O)c2cc(C)oc2C)cc1OCc1ccccc1	-8	i	i	i	-6.7*	-11	i	-5	i	i	i
O=C(c1ccc(F)cc1)N1CCC(n2nnc3ccccc32)CC1	-2	i	i	i	i	-11	i	-8	i	i	i
